Vc quorum ag – inducers of Vibrio cholerae quorum light production without autoinducers, primary screen, BH1578 luxS cqsA deficient, single point; AID 588436, 2011; actives 0.16% (n = 350,000); V. cholerae BH1578 lux reporter, luminescence, 6 h; activation, % at 18.7 µM; in the data active = activation mostly above about 9.7%, no sharp cut-off; also: not every result past the cut was called active; inactives centre near 0; reference of the scale not given here
BoNT A protease – BoNT/A light chain protease inhibitors, primary screen, biochemical, flow cytometry, MLPCN library. multiplex microsphere protease substrate cleavage. inhibition, % at 10 µM. AID 588499, 2011. actives 0.17% (n = 360,000); also: plate controls were buffer without enzyme for full effect and enzyme alone for no effect
Anthrax LF inh2 – Bacillus anthracis LF protease inhibitors, primary screen, biochemical, multiplex microsphere, MLPCN library | AID 588501, 2011 | actives 0.12% (n = 360,000) | multiplex microsphere protease cleavage assay | Lethal factor (Bacillus anthracis), P15917 | inhibition, % at 10 µM; also: plate controls were buffer without enzyme for full effect and enzyme alone for no effect
Target sequence (P15917 whole entry, looked up): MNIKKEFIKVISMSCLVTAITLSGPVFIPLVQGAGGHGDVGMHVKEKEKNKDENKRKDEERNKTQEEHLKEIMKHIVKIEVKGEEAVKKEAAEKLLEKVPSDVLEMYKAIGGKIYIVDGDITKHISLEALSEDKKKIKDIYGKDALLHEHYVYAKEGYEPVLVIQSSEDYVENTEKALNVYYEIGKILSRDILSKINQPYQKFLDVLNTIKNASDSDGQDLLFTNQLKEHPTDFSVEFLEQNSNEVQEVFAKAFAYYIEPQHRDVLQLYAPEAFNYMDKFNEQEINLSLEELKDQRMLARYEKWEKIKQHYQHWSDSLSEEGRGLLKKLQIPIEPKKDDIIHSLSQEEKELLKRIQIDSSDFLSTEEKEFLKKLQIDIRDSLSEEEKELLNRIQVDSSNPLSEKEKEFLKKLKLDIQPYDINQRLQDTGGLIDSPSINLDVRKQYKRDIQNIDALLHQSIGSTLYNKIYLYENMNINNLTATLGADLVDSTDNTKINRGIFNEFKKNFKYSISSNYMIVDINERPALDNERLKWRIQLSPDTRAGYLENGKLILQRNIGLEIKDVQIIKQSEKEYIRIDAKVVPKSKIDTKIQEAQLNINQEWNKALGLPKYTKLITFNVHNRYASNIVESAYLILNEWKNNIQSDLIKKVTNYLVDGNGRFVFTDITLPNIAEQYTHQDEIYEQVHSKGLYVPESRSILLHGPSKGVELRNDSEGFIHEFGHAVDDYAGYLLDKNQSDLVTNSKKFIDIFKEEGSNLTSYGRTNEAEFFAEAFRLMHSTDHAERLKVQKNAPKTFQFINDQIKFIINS
Yp Topo-I inh – Yersinia pestis topoisomerase I inhibitors, primary screen, biochemical, cleavage product accumulation, plate reader, single point; DNA topoisomerase I (Yersinia pestis CO92); Y. pestis Topo-I cleavage product accumulation; activity, % at 10 µM; actives 0.064% (n = 360,000); in the data active = activity above about 50%, passing the limit was not always enough; also: inactives centre near 2
SSB-PriA inh – inhibitors of Klebsiella pneumoniae PriA binding to SSB C-terminal tail, primary screen, biochemical, AlphaScreen; AlphaScreen SSBct-PriA binding, biotinylated peptide; inhibition, % at 33 µM; actives 0.6% (n = 430,000); in the data active = inhibition mostly above about 37%, no sharp cut-off; inactive = mostly below about 20%;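 also: plate controls were negative control peptide for no effect and reference peptide for full effect; strong numbers were not always called active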
TcdB inh – TcdB glycohydrolase inhibitors, primary screen, biochemical, single point, plate reader; TcdB glycohydrolase enzymatic assay; inhibition, % at 9.99 µM; actives 0.24% (n = 350,000); in the data active = inhibition above about 10%
3CLpro inhibitor – SARS-CoV 3CLpro protease inhibitors, primary screen, biochemical, quenched FRET | Replicase polyprotein 1ab (Severe acute respiratory syndrome coronavirus), P0C6X7 | recombinant SARS-CoV 3CLpro, quenched FRET peptide cleavage | inhibition, % at 6 µM | actives 0.14% (n = 290,000); in the data active = inhibition above about 12%
PrPC surface inh – inhibitors of human cell surface prion protein PrPC, primary screen, cell-based, TR-FRET; TR-FRET read-out; actives 0.43% (n = 370,000); Major prion protein (Homo sapiens), P04156; AID 720596, 2013; inhibition, % at 13.8 µM; in the data active = inhibition above about 24%; also: 0% = median of the test wells and 100% = reference compound wells
PfHsp40 rescue – rescue of yeast from PfHsp40 toxicity, primary screen, S. cerevisiae, ATP luminescence; S. cerevisiae expressing PfHsp40, growth rescue; growth rescue, % at 12.5 µM; actives 0.68% (n = 340,000); AID 504582, 2011; in the data active = growth rescue above about 28%, passing the limit was not always enough;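 also: yeast W303a lacking pdr1 and pdr3 grown in galactose medium; growth measured after three days at 30 °C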
The depositor's hits bear a star; i = inactive; · = no result given. Rule as the data show it, unless noted: active = inhibition above about 30%; inconclusive = no clear call, values can overlap the other calls; inactive = below that. Some of the compounds tested; rates above refer to the full screens.

SMILES	Vc quorum ag	BoNT A protease	Anthrax LF inh2	Yp Topo-I inh	SSB-PriA inh	TcdB inh	3CLpro inhibitor	PrPC surface inh	PfHsp40 rescue
CN(C)C(CNC(=O)CSc1nc2sc3c(c2c(=O)n1C)CCCC3)c1ccccc1 (stereo not given)	-0.5	0.1	-3	22	-6	1.4	·	-2	0.4
COCCN(C(=S)Nc1ccc(C)cc1C)C(C)c1cccs1 (stereo not given)	-0.3	0.1	-4	12	-7	-0.3	4	6	-0.1
Cc1ccc(C(=O)NCc2ccco2)cc1[N+](=O)[O-]	i	0.0	-2	5	3	·	-4	-1	-0.5
O=C(NCc1ccncc1)C1Cc2c(-c3ccc(Cl)cc3)ccnc2O1 (stereo not given)	-0.5	-0.1	-6	7	·	-6.8	·	10	·
Cc1ccc(C)c(S(=O)(=O)N2CCN(C(=O)c3ccc(C)s3)CC2)c1	-0.5	1.6	-1	33	-3	1.9	5	-1	-0.1
COC(=O)c1c(C)oc2ccc(NS(=O)(=O)c3cccs3)cc12	·	-0.3	-7	-5	-8	·	0	2	1.3
O=C(CC12CC3CC(CC(C3)C1)C2)Nc1ccc2c(c1)COC2=O	i	0.4	2	4	-20	·	7	2	2.3
O=C(c1ccco1)N1CCN(Cc2ccccc2Br)CC1	-1.7	-0.7	0	-3	-7	1.0	5	1	-1.5
COc1ccc(-c2nn(-c3ccccc3)cc2CO)cc1OC	i	-1.2	-2	8	-26	·	-2	-3	1.4
O=c1oc2ccccc2c(O)c1CN1CCCCC1	·	-0.2	-6	-11	-15	·	6	-3	-0.8
Cc1ccc(-c2nnnn2CS(=O)(=O)c2ccccc2)cc1	-0.4	-0.1	16	12	-16	·	-2	4	0.5
CC(=O)N1CCN(c2ccc(NC(=O)c3cc4ccccc4o3)cc2)CC1	i	-1.6	0	4	-2	0.5	-2	3	-1.1
CCOC(=O)c1c(NC(=O)CSc2nnc(C)s2)sc2c1CCCCC2	·	0.9	-3	3	-5	·	7	4	1.3
O=[N+]([O-])c1ccc(C2CCCC/C2=N/OCc2ccc(F)cc2)c([N+](=O)[O-])c1 (stereo not given)	·	-0.3	-18	4	·	·	6	7	2.6
CCN(CC)S(=O)(=O)c1cccc(NC(=O)COC(=O)c2n[nH]c(=O)c3ccccc23)c1	-0.5	0.7	-7	36	-7	0.1	-6	9	1.3
COC(=O)[C@]12CCCCC=C1N(CCC1=CCCCC1)C(=O)[C@H](CC(=O)NCc1cccs1)C2	·	0.7	1	·	·	-2.2	·	5	·
CC(=O)N1N=C(c2ccc(NS(=O)(=O)c3ccccc3)cc2)CC1c1ccco1 (stereo not given)	-0.4	0.0	-3	-16	-9	2.5	·	7	-0.6
CCCOc1ccccc1C(=O)N(Cc1cccc(Br)c1)C1CCS(=O)(=O)C1 (stereo not given)	-0.4	2.7	0	22	4	1.4	-1	0	1.5
COc1ccc(S(=O)(=O)N2CCC(C(=O)NCCC(=O)NCCc3cccc(F)c3)CC2)cc1	-0.9	0.0	-4	18	·	-3.2	·	2	·
Cc1ccc2c(ccc(=S)n2C)c1	i	10	3	-11	0	0.9	7	14	0.1
Cc1ccc(CN2CC(C(=O)N3CCN(S(=O)(=O)c4ccccc4)CC3)CC2=O)cc1 (stereo not given)	-0.3	·	·	12	-18	0.6	·	7	3.3
CCOC(=O)C1CCN(C(=O)N2CCOCC2)CC1	-0.9	-1.0	0	12	-11	·	4	0	0.2
CNC(=O)c1c(Br)cnn1-c1ccc(C)cc1	-0.3	-1.6	-3	0	-5	0.4	-2	-10	-0.1
CC(=O)N1CCC(N2CCN(Cc3ccc(C)cc3)C(CCO)C2)CC1 (stereo not given)	-3.2	0.1	-2	-2	-2	0.9	0	-1	0.4
Cc1cnc(NC(=O)c2c(Cl)cnn2C)s1	-2.3	-1.1	-3	-3	-39	0.8	0	-2	0.2

The last five records of the part before lead into the next:
SMILES	Vc quorum ag	BoNT A protease	Anthrax LF inh2	Yp Topo-I inh	SSB-PriA inh	TcdB inh	3CLpro inhibitor	PrPC surface inh	PfHsp40 rescue
Cc1ccc(CN2CC(C(=O)N3CCN(S(=O)(=O)c4ccccc4)CC3)CC2=O)cc1 (stereo not given)	-0.3	·	·	12	-18	0.6	·	7	3.3
CCOC(=O)C1CCN(C(=O)N2CCOCC2)CC1	-0.9	-1.0	0	12	-11	·	4	0	0.2
CNC(=O)c1c(Br)cnn1-c1ccc(C)cc1	-0.3	-1.6	-3	0	-5	0.4	-2	-10	-0.1
CC(=O)N1CCC(N2CCN(Cc3ccc(C)cc3)C(CCO)C2)CC1 (stereo not given)	-3.2	0.1	-2	-2	-2	0.9	0	-1	0.4
Cc1cnc(NC(=O)c2c(Cl)cnn2C)s1	-2.3	-1.1	-3	-3	-39	0.8	0	-2	0.2
[O-][n+]1c(/C=C/c2ccccc2)ccc2ccccc21	-1.0	-1.0	-5	15	8	0.8	-1	-8	1.9
COc1ccc(/C=C/C(=O)OCC(=O)N2CCCCCC2)c(OC)c1	-3.4	1.7	-1	19	-1	0.4	·	-1	1.0
CCc1ccccc1NC(=O)Cc1cn(C)c2ccccc12	-6.7	-0.5	-1	1	-18	0.5	1	11	1.0
CC(C)=CC(=O)Nc1ccccc1C(N)=O	-0.3	-1.6	-2	-4	-6	·	6	10	0.8
COc1ccc(C(=O)C2CCCN(Cc3c(F)ccc(F)c3F)C2)c(OC)c1 (stereo not given)	-1.5	-0.6	1	21	-6	2.5	-1	9	-1.7
O=S(=O)(NCC1CCCO1)c1ccc(Cl)nc1 (stereo not given)	i	-0.6	0	-3	-10	1.1	-4	4	-1.2
O=C(/C=C/c1ccccc1)c1ccc2ccccc2c1	-13	-0.2	-2	20	-5	0.2	·	7	6.8
CC(C)N(C(=O)CSc1nnc(Cc2csc(Nc3ccccc3)n2)o1)C(C)C	-0.4	-0.6	-4	30	-15	0.8	1	8	2.3
Cc1ccccc1NC(=O)CN1C(=O)S/C(=C\c2ccc(-c3cccc(C(=O)O)c3C)o2)C1=O	2.0	-0.9	-3	-7	-1	0.0	5	-4	-0.2
CC(C)NC(=O)c1ccc(COc2ccc(C(C)(C)C)cc2)o1	i	-6.9	-2	0	5	0.9	-1	6	3.6
CC(C)CCNC(=O)CCCn1c(=O)[nH]c2ccc(Br)cc2c1=O	3.8	0.3	-1	-8	-15	·	0	-1	0.3
COc1cc(NC(=O)c2ccccc2)c(OC)cc1NC(=O)Cc1ccccc1	i	-1.0	2	2	15	-11	-3	5	8.2
CSc1ccc(S(=O)(=O)N2CCC(C(=O)NCc3ccncc3)CC2)cc1	-0.2	-0.8	0	-8	3	-1.6	-4	1	-0.1
Cc1ccc(NC(=O)Nc2ccccc2C(=O)NCc2ccccc2)cc1	i	-0.5	-2	-3	-12	·	1	8	0.2
CC(C)OC(=O)NC(c1ccccc1)C(Cl)(Cl)Cl (stereo not given)	-2.6	0.3	-1	-5	-36	·	-3	5	-0.7
COc1ccccc1Cc1c(-c2ccc(C#N)cc2)nc2c3ccccc3ccn12	·	0.8	-2	·	·	1.2	·	1	·
COc1cc2c(cc1OC)C(/C=C/c1ccco1)=NCC2	-1.0	10	-5	-1	-5	-0.3	-6	-18	0.0
COc1ccc(CN2C(=O)C(CC(=O)NCCCN(C)C)CC(C(=O)N(C)C)=C2C)cc1 (stereo not given)	i	0.1	-10	0	·	-0.2	·	-1	·
Cc1c(N2CCCC2)cc2c(c1N)C(C)(C)CC2(C)C	i	-2.4	-3	-1	11	-2.7	-1	-3	0.2
Cc1cc(OCCOc2cccc3cccnc23)c(C)cc1Cl	i	0.2	-1	24	-11	·	7	0	-0.1
OCCN1CCN(C(=S)NCCc2ccccc2)CC1	i	·	·	8	-6	·	-2	1	-1.4
COc1ccc(C(=O)O/N=C(\N)Cc2ccc(Cl)cc2)cc1OC	-3.1	0.0	7	-3	·	·	-1	-2	1.8
COc1ccc(C(CNC(=O)c2cccc(S(=O)(=O)Nc3ccc(F)cc3)c2)N2CCCC2)cc1 (stereo not given)	i	-14	-1	-9	-3	2.1	·	-10	0.5
O=C(OCC(=O)N1CCCc2ccccc21)C1CCN(S(=O)(=O)c2cccs2)CC1	i	-0.3	0	26	-2	·	2	3	-0.9
CCn1ncc(CN2CCC(C(=O)Nc3cccc(-c4cccc(F)c4)c3)CC2)c1C	-0.3	-0.9	-1	2	-14	-0.2	2	-11	-1.1
The results go on:
SMILES	Vc quorum ag	BoNT A protease	Anthrax LF inh2	Yp Topo-I inh	SSB-PriA inh	TcdB inh	3CLpro inhibitor	PrPC surface inh	PfHsp40 rescue
CON(C)C(=O)CC(CNC(=O)OC(C)(C)C)c1ccc(Cl)cc1 (stereo not given)	i	-0.7	-6	0	-11	1.4	·	-2	-0.1
O=C(O)CCCCCCCCCCC1CCC(O)C1O (stereo not given)	i	-0.6	-10	1	-7	-2.3	·	8	1.8
COc1ccc(/C=C/C(=O)O)cc1S(=O)(=O)NCC1CCCO1 (stereo not given)	-4.8	-0.7	-3	0	-7	1.0	-4	1	-0.8
O=C(COc1ccc2c(c1)oc(=O)c1ccccc12)NCC1CCC(C(=O)O)CC1 (stereo not given)	-0.4	-0.5	-3	1	-12	0.5	-1	-4	-0.5
Cc1cc(C)cc(NC2=NCC(=O)N2Cc2ccccc2)c1	i	-0.2	2	-2	-4	·	-3	0	-0.6
O=C(NCCCCc1ccccc1)C1CCCC1	-0.6	1.7	-11	-1	-14	0.9	-1	-1	1.3
Cc1ccc(C)c(OCCC(=O)OCC(=O)NCc2ccc(F)cc2)c1	0.5	-0.3	-7	14	-20	-0.5	2	2	5.0
Cc1nc(C(C)N(C)Cc2nc(Cc3ccccc3F)no2)c(C)s1 (stereo not given)	i	1.1	-2	10	-9	-1.6	-4	6	0.4
CCOC(=O)N1CCN(Cc2nc(-c3ccc(Cl)cc3)no2)CC1	-0.7	-0.5	-3	9	-13	·	-1	1	-0.1
CC(=O)N1CCCC(C)(C(=O)Nc2ccc3oc(C)nc3c2)C1 (stereo not given)	i	0.1	-5	-3	·	0.2	·	-3	·
COc1cccc(NC(=O)Nc2cc(C)on2)c1	-1.7	-2.6	-12	-1	-1	-0.1	0	5	0.1
COc1ccc(CCNC(=O)Cn2c(=O)n(CC3CCCO3)c(=O)c3ccccc32)cc1OC (stereo not given)	i	0.2	-2	5	-2	-0.3	3	6	-0.5
Cc1sc(NC(=O)c2c(F)cccc2F)nc1-c1ccccc1	-0.4	·	·	8	2	-0.3	3	8	3.0
COc1ccccc1NS(=O)(=O)c1ccc(NC(=O)N2CCCCC2)cc1	-7.7	-1.4	-2	7	-1	0.5	0	13	0.6
O=S1(=O)C[C@@H]2N=C(N/N=C/c3ccccc3)S[C@@H]2C1	i	-0.5	-4	-5	i	0.9	3	-8	-0.5
COc1ccccc1N(CC(=O)NCCSC(C)(C)C)S(C)(=O)=O	5.0	-1.7	-4	-4	-17	1.0	3	2	-1.1
COc1cc(NC(=O)Nc2nc(C(N)Cc3ccc(C(F)(F)F)cc3)cs2)cc(OC)c1OC (stereo not given)	i	-0.4	-3	-26	·	0.1	·	-4	·
OC(COCC1COc2ccccc2O1)CN1CCN(c2ccccc2)CC1 (stereo not given)	0.8	-0.2	-3	17	-1	·	9	-2	-0.6
S=c1[nH]nc(-c2cc(-c3ccccc3)n[nH]2)n1/N=C/C=C/c1ccco1	i	-4.1	13	6	·	-1.4	-3	-9	·
CCCN(CCC)Cc1c(C(=O)OCC)nnn1-c1nonc1N	i	0.1	2	16	-8	·	-2	6	-1.6
COc1ccccc1N(CCC#N)C(=S)Nc1ccc(S(=O)(=O)N2CCOCC2)cc1	i	0.8	-3	-1	12	1.0	·	7	-2.0
COC1CCCCC1NS(=O)(=O)c1ccccc1 (stereo not given)	-0.8	-0.1	-3	2	-19	·	4	-6	2.0
